Rpn11 block – blocks the human proteasome subunit Rpn11 | O00487 | human 26S proteasome, Ub4-pepOG fluorescence polarization; 20S core pre-blocked with epoxomicin | calls only at 20 µM | hit rate 0.59% among 360,000 | AID 588493;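 active means inhibition at 20 µM, scaled to each plate's controls, above about 33%, limit read from the data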
FAS TE block – blocks the thioesterase domain of human fatty acid synthase. P49327. recombinant FAS-TE, OMFH fluorogenic substrate, fluorescence endpoint. inhibition, % at 15 µM. hit rate 0.67% among 360,000;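 active means compounds whose normalised, plate-corrected inhibition of enzyme fluorescence in the single-dose primary screen is 50% or more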;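 further: 0% = DMSO with enzyme and 100% = substrate without enzyme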
CSN inh – CSN deneddylation inhibition; inhibition, % at 12.5 µM; Purified CSN, SCF-Nedd8-OG deneddylation, fluorescence polarization; hit rate 0.38% among 360,000; Q92905; AID 651999;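 active means pattern-corrected inhibition above about 35%, with an unprinted fluorescence ratio check between 0.5 and 1.5, limit read from the data, passing the limit was not always enough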;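 further: 0% = enzyme with substrate and 100% = substrate without enzyme; some results filed as inactive read as strong as hits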
Target sequence (Q92905 whole entry, looked up, one chain of several): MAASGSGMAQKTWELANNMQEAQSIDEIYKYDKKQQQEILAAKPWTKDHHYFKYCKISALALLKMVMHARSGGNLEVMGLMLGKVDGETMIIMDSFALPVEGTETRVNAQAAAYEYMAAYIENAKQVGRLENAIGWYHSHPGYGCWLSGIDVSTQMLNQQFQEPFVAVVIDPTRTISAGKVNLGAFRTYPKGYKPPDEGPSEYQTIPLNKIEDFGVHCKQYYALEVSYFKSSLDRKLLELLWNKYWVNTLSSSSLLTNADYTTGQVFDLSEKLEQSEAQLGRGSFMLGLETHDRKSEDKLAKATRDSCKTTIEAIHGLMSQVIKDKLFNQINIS
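Assay system: Purified human Csn5 enzyme expressed in HEK293T cells | Amount: Enzyme 0.24 nM | Measured by: Fluorescence polarization readout | Medium: Tris/NaCl/DTT buffer, pH 7.5 | Compound dosing: One concentration, 12.5 µM, 0.25% DMSO | Times: 90 min incubation of compound, enzyme and substrate at room temperature | Control set: no-enzyme wells high, enzyme-with-substrate wells low | Read-out: % inhibition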
Neddylation inh – blocks human cullin neddylation. P61081+Q13564. TR-FRET cullin neddylation, biochemical. hit rate 0.58% among 360,000. calls only at 25 µM; in the data active means inhibition above about 36%
NadD inh – inhibitors of Staphylococcus aureus NadD; inhibition, % at 20 µM; purified NadD enzyme, colorimetric absorbance read-out; hit rate 0.78% among 360,000; in the data active means inhibition above about 26%; further: some compounds past the cut are filed as inactive
SKN-1 block – C. elegans SKN-1 inhibition; C. elegans VP596 Pgst-4::GFP/RFP ratio, acrylamide-induced, 24 h; inhibition, % at 21.8 µM; hit rate 0.49% among 360,000; AID 624304;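 active means interference check ratio from 0.5 to 1.5 plus GFP to RFP signal ratio inhibition reaching or exceeding a fixed threshold, cut at about 30% in these data, passing the limit was not always enough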; further: some compounds called inactive have numbers as strong as hits
Rin1-Abl PPI inh – blocks binding of human Rin1 to Abl | P00519+Q13671 | inhibition, % at 7.35 µM | hit rate 0.4% among 360,000 | TR-FRET Rin1/Abl binding, biochemical; in the data active means inhibition above about 5%, passing the limit was not always enough
MLLE-PAM2 inh – inhibitors of microRNA-mediated deadenylation, human PABP1 MLLE binding; P11940; GST-MLLE / FITC-PAM2 fluorescence polarization; inhibition, % at 20 µM; hit rate 0.36% among 360,000; in the data active means inhibition above about 35%, passing the limit was not always enough;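 further: plate controls were DMSO wells with GST-MLLE for no effect and wells lacking GST-MLLE protein for full effect; some results filed as inactive read as strong as hits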
Target sequence (P11940 whole entry, looked up): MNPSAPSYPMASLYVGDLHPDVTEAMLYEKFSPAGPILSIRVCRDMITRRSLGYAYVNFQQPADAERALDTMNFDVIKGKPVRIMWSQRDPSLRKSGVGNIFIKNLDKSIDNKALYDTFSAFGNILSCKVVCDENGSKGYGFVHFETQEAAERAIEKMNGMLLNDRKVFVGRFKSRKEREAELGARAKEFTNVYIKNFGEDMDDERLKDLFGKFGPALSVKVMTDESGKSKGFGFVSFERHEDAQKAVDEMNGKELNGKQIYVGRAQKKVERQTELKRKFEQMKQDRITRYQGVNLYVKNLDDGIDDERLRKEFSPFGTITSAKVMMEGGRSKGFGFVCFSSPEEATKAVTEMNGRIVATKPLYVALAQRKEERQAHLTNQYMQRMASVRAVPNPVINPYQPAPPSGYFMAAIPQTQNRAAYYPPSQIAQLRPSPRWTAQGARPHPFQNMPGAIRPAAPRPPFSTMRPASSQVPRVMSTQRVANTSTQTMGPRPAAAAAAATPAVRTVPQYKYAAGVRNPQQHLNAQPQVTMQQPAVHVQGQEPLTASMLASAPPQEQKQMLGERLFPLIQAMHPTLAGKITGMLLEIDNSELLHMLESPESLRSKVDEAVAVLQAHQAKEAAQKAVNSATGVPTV
MT1-MMP act inh – inhibitors of human MT1-MMP activation | P50281 | HT1080 RFP-PRO-GFP cells, GFP/RFP ratio fluorescence, overnight; percent of plate control window, DMSO zero | GFP/RFP ratio change, % at 20 µM | hit rate 0.061% among 360,000;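 active means GFP/RFP ratio change of at least 30% with cell ATP level not reduced by more than half and red fluorescence within 50% of control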; further: strong numbers were not always called active
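Assay system: RFP-PRO-GFP reporter HT1080 cells; read-out basis: GFP/RFP fluorescence ratio; benchmarks: DMSO wells and RFP-L50D-GFP cells; doses: 20 µM single dose, 1% DMSO; schedule: overnight cell settling, then overnight compound exposure, 37 °C, 5% CO2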
An asterisk follows results filed as active; i = inactive; . = not tested or not shown; + = active, no number.

SMILES	Rpn11 block	FAS TE block	CSN inh	Neddylation inh	NadD inh	SKN-1 block	Rin1-Abl PPI inh	MLLE-PAM2 inh	MT1-MMP act inh
CCCCNC(=O)C[C@@H]1C[C@@]2(C(=O)OC)CCCCC=C2N(CCc2ccc(OC)c(OC)c2)C1=O	.	.	-1	i	.	5	.	.	2
CN(C)c1ccc(-c2csc(C(C)(O)c3ccc(F)c(F)c3)n2)cc1 (configuration not stated)	i	21	-5	i	-6	11	0	-7	-8
COC(=O)c1cc(C(=O)OC)n(Cc2ccc(F)cc2)c1C	i	14	2	i	-6	2	1	9	0
COC(=O)Cn1c(=NC(=O)c2ccc(Cl)s2)sc2cc(F)ccc21	i	-10	-16	i	4	-5	-6	6	3
CC(=O)Nc1ccc(-c2ccnc3c2CC(C)(C(=O)NCC2CCOCC2)O3)cc1 (configuration not stated)	i	-3	3	i	1	13	3	2	-11
O=C(CCl)NCCNC(=O)c1cc(OCC(F)(F)F)ccc1OCC(F)(F)F	i	-7	-3	i	-1	-15	4	-3	-2
CCCCn1c(N)c(N(CC(C)C)C(=O)CC(NC(=O)c2ccccc2)c2ccccc2)c(=O)[nH]c1=O (configuration not stated)	i	0	4	i	-1	-9	4	-31	-2
CC(C(=O)NCCS(=O)(=O)c1ccc(Cl)cc1)S(=O)(=O)c1ccc(Cl)cc1 (configuration not stated)	i	-4	-3	i	0	7	1	2	9
COc1ccccc1/C=N/NC(=O)CCn1cnc2ccccc21	i	-5	1	i	0	0	2	-5	-2
CCCCc1ccc(-c2csc(/C(C#N)=C\c3ccco3)n2)cc1	+	20	26	i	6	30	1	-62	6
CCCc1cc(=O)oc2cc(OCC(=O)NCCCN3CCOCC3)c(Cl)cc12	i	-5	-4	i	-3	-12	-1	1	1
O=C(Nc1ccccc1-c1nc2ccccc2[nH]c1=O)c1cccs1	i	-2	4	i	1	9	0	-3	-3
Cc1ccc(C(=O)/C=C/c2c(C)nn(-c3ccccc3)c2Cl)cc1	i	16	8	i	-5	-28	4	2	-1
O=C(NC1CCCC1)C(c1ccccc1F)N(C(=O)c1csnn1)c1ccccc1 (configuration not stated)	i	-2	-3	i	-1	-5	3	16	-3
CN=c1scc(-c2ccc([N+](=O)[O-])cc2)n1/N=C/c1ccco1	i	-2	-6	i	11	6	-1	3	4
COc1ccccc1Oc1cn[nH]c1-c1ccc(OCC(=O)NN)cc1O	i	-155	-4	i	4	20	3	-15	3
CC(=O)Nc1ccc(CN2CCCC(CO)(Cc3cccc(Cl)c3)C2)cc1 (configuration not stated)	i	0	2	i	0	7	-2	-3	-3
Cc1cc(NC(=O)/C=C/c2ccc(F)cc2)n(-c2nc3ccccc3[nH]2)n1	i	-6	5	i	16	4	3	17	-2
O=C1c2ccccc2NC(c2ccccc2F)N1NS(=O)(=O)c1ccccc1 (configuration not stated)	i	0	0	.	0	-2	0	13	0
Cc1ccc(NC(=O)COC(=O)c2ccc(Cl)cc2)cc1S(=O)(=O)N(C)C	i	13	2	i	-4	6	1	-5	-2
CCc1nnc(NS(=O)(=O)c2ccc(NC(=O)CCC(=O)O)cc2)s1	i	-3	3	i	4	24	-1	6	-1
Cc1cccc(C)c1NC(=O)C1(C)CN(S(C)(=O)=O)CC(=O)N1CCCn1ccnc1 (configuration not stated)	.	.	-2	i	.	1	.	.	-4
COc1ccc(C2c3c(oc4ccccc4c3=O)C(=O)N2CC2CCCO2)cc1 (configuration not stated)	i	0	0	i	8	3	4	4	-1
COc1ccccc1N(CC(=O)NCc1ccco1)C(=O)CCC(=O)Nc1ccccn1	i	-7	-1	i	-3	5	0	4	-1
CCOc1cc(C)ccc1OCc1nnc(SCC(=O)Nc2cccc(C(=O)O)c2)n1-c1ccccc1	i	-4	-5	i	2	-9	3	-105	-4
Nc1nc(N)c(N=Nc2ccc(Cl)cc2)c(=O)[nH]1	i	-7	2	i	-3	11	-5	-11	-1
Cc1ccc2c(c1)C(=O)C(=O)N2Cc1ccccc1	i	-10	1	i	-4	-12	-4	-6	2
Cc1ccc(OCCn2c(=O)n(C)c3ccccc32)cc1	i	1	2	i	-5	9	-1	-11	4
COc1ccc(NC(=O)c2ccc(-c3ccc(C(C)=O)cc3)o2)cn1	i	-6	-8	+	9	-2	0	8	-7
O=c1[nH]c2ccccc2s1	i	-2	-2	i	0	-4	4	-1	-2
Cc1cc(S(=O)(=O)N2CCCCC2CCNC(=O)C(=O)NC2CC2)ccc1F (configuration not stated)	i	-4	0	i	-4	21	-3	22	-6
N#CC1=C(N)N2C(=C(C#N)C1c1cccc(Br)c1)Nc1ccccc12 (configuration not stated)	i	-1	6	.	10	9	1	2	-28
CC(C)CNC(=O)C(=O)NCC1CCCN1S(=O)(=O)c1cccs1 (configuration not stated)	i	0	-1	i	-4	1	5	5	-3
CCCCCCC(=O)O	i	-9	-4	i	-3	4	-1	10	3
Cc1ccc(CN(C)CC(=O)Nc2ccccc2C(=O)NC2CC2)o1	i	-11	-5	i	-5	-8	7	2	5
C=CCn1cnc2scc(-c3ccccc3)c2c1=O	i	-5	5	i	0	-4	-3	12	-1

The closing 2 compounds of the part above are carried over, then new ones follow.
SMILES	Rpn11 block	FAS TE block	CSN inh	Neddylation inh	NadD inh	SKN-1 block	Rin1-Abl PPI inh	MLLE-PAM2 inh	MT1-MMP act inh
Cc1ccc(CN(C)CC(=O)Nc2ccccc2C(=O)NC2CC2)o1	i	-11	-5	i	-5	-8	7	2	5
C=CCn1cnc2scc(-c3ccccc3)c2c1=O	i	-5	5	i	0	-4	-3	12	-1
COc1ccc(C2C(C(=O)c3ccco3)=C(O)C(=O)N2CCCn2ccnc2)c(OC)c1 (configuration not stated)	i	-2	1	i	0	-10	5	2	-2
CSc1ccccc1NC(=O)CN1CCN(S(=O)(=O)c2ccccc2[N+](=O)[O-])CC1	i	21	0	i	-3	11	0	-3	4
O=C(NCc1cccnc1)c1cnc2n(c1=O)CCS2	i	-5	-3	i	-5	6	1	10	5
CCCCCCn1c(=O)[nH]c2c(c1=O)CCC2	i	-1	-1	i	-3	5	3	18	-1
COC(=O)c1cc(S(=O)(=O)NCCN2CCN(c3ccccc3F)CC2)c[nH]1	i	-2	3	i	-6	2	3	-1	4
Cn1c(=O)c(C(=O)Nc2ccccc2S(N)(=O)=O)c(O)c2ccccc21	i	-1	4	i	-5	0	0	-6	0
COC(=O)c1ccc(N=Cc2c(C(F)(F)F)[nH][nH]c2=O)cc1	i	-12	-4	i	-2	0	3	-5	1
COc1cccc(N=Nc2c(N)[nH][nH]c2=O)c1	i	-10	-14	i	2	-1	-12	7	4
Cn1c(N)c(C(=O)COC(=O)c2ccc(-c3ccccc3)cc2)c(=O)n(C)c1=O	i	32	-2	i	-4	3	1	-15	6
O=C1CC(c2ccc(Cl)c([N+](=O)[O-])c2)c2ccc3ccccc3c2N1 (configuration not stated)	i	47	2	i	2	11	0	3	-4
COCCn1c(SCC(=O)Nc2ccc(F)cc2)nc2c([nH]c3ccccc32)c1=O	i	-4	3	i	-1	-1	0	-6	3
O=C(O)c1ccccc1-c1ccccc1C(=O)Nc1cccc(-c2nc3ccccc3o2)c1	i	1	2	i	1	-3	1	4	8
CC(C)(C)n1nc2c(c1NC(=O)c1ccc([N+](=O)[O-])cc1)CS(=O)(=O)C2	i	-4	1	i	2	14	-2	-4	-2
CC(C)n1cnc2c(N(C)c3ccccc3)nc(N(CCN(C)C)Cc3ccccc3)nc21	i	-1	2	i	-5	-40	1	1	-2
Cc1ccc(NC(=O)CCN2C(=O)c3ccccc3C2=O)cc1	i	-4	3	i	2	-1	1	-6	1
CCN(CC(=O)Nc1c(F)cccc1F)C(=O)CNC(=O)COc1ccccc1	i	-5	-1	i	-4	30	2	3	-3
CC(=O)c1ccc(NC(=S)NCC(c2ccco2)N2CCCC2)cc1 (configuration not stated)	i	-2	-3	i	-4	-3	4	-9	-2
O=C(CSC1=NS(=O)(=O)c2cc(F)ccc2N1)Nc1ccc(F)cc1	i	-7	-1	i	-9	-7	2	-8	-2
Cc1cccc(C)c1NC(=O)C(c1ccncc1)n1c(=O)c(-c2ccccc2)nc2ccccc21 (configuration not stated)	.	.	1	+	.	10	.	.	-4
O=C(C=P(c1ccccc1)(c1ccccc1)c1ccccc1)c1ccccc1-c1ccccc1C(=O)C=P(c1ccccc1)(c1ccccc1)c1ccccc1	i	-18	22	i	56*	9	4	5	-18
O=C(COc1ccc(Cl)cc1)NCCNC(=O)c1cnccn1	i	-4	0	i	-3	12	1	3	2

Molecules shown so far containing an NH in an aromatic ring:
SMILES	Rpn11 block	FAS TE block	CSN inh	Neddylation inh	NadD inh	SKN-1 block	Rin1-Abl PPI inh	MLLE-PAM2 inh	MT1-MMP act inh
CCCCn1c(N)c(N(CC(C)C)C(=O)CC(NC(=O)c2ccccc2)c2ccccc2)c(=O)[nH]c1=O (configuration not stated)	i	0	4	i	-1	-9	4	-31	-2
O=C(Nc1ccccc1-c1nc2ccccc2[nH]c1=O)c1cccs1	i	-2	4	i	1	9	0	-3	-3
COc1ccccc1Oc1cn[nH]c1-c1ccc(OCC(=O)NN)cc1O	i	-155	-4	i	4	20	3	-15	3
Cc1cc(NC(=O)/C=C/c2ccc(F)cc2)n(-c2nc3ccccc3[nH]2)n1	i	-6	5	i	16	4	3	17	-2
Nc1nc(N)c(N=Nc2ccc(Cl)cc2)c(=O)[nH]1	i	-7	2	i	-3	11	-5	-11	-1
O=c1[nH]c2ccccc2s1	i	-2	-2	i	0	-4	4	-1	-2
CCCCCCn1c(=O)[nH]c2c(c1=O)CCC2	i	-1	-1	i	-3	5	3	18	-1
COC(=O)c1cc(S(=O)(=O)NCCN2CCN(c3ccccc3F)CC2)c[nH]1	i	-2	3	i	-6	2	3	-1	4
COC(=O)c1ccc(N=Cc2c(C(F)(F)F)[nH][nH]c2=O)cc1	i	-12	-4	i	-2	0	3	-5	1
COc1cccc(N=Nc2c(N)[nH][nH]c2=O)c1	i	-10	-14	i	2	-1	-12	7	4
COCCn1c(SCC(=O)Nc2ccc(F)cc2)nc2c([nH]c3ccccc32)c1=O	i	-4	3	i	-1	-1	0	-6	3
